Screening data as filed in PubChem BioAssay.
FLuc inh: Photinus pyralis luciferase inhibition; purified P. pyralis luciferase, luminescence, biochemical; Potency, µM (highest dose often 115 µM), for the others: at the top dose activity change, negative = inhibition, hits mostly inhibitors; actives 2.5% (n = 76,000); further: potency means the concentration at half of the fitted maximal effect; nearly all actives have a fitted effect of over 65% in size
Target sequence (P08659 whole entry, looked up): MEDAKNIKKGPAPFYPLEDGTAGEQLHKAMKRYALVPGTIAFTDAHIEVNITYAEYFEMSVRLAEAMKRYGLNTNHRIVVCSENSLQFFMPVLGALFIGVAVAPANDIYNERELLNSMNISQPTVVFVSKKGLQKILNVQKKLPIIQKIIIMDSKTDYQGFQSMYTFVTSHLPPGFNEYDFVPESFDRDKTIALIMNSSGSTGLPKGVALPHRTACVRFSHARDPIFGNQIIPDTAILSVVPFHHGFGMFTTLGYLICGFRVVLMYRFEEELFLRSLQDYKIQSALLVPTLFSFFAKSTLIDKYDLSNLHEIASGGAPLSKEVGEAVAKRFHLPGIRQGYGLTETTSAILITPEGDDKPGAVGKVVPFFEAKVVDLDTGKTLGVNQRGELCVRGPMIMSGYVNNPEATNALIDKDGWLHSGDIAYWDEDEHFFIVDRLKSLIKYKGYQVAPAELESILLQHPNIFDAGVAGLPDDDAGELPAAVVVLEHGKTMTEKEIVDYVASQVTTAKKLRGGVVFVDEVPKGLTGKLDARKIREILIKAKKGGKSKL
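Luminescence read by CCD imager after adding enzyme (10nM final) to wells holding compound, titrated in qHTS. Substrates 10uM each D-luciferin and ATP; buffer 50mM Tris acetate pH 7.5, 10mM Mg acetate, Tween-20, BSA.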
HEK cytotox: kills HEK 293 cells; HEK 293 viability, ATP luminescence (CellTiter-Glo), 48-72 h; actives 6.6% (n = 94,000); Potency, µM (highest dose often 115 µM), for the others: top-dose activity change, negative = cytotoxicity, most hits filed as inhibitors; further: potency means the concentration at half of the fitted maximal effect; nearly all actives have a fitted effect of over 60% in size
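CellTiter-Glo luminescence (cellular ATP) was read after 48 or 72 hr of compound exposure at 37 degree Celsius. Cells were HEK 293 plated at 250 cells/well.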
SNCA viab count: counter-screen for SNCA expression inhibitors: cell viability; HEK-293-SNCA-luc viability, GF-AFC fluorescence, 24 h; Potency, µM (highest dose often 57.1 µM), inactives show top-dose activity change, negative = cytotoxicity, usual class: cytotoxic; actives 0.12% (n = 150,000); AID 1671193;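 further: potency means the concentration at half of the fitted maximal effect; 0% = DMSO-treated cells and -100% = medium-only wells without cells; nearly all actives have a fitted effect of over 30% in size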
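HEK-293-SNCA-luc cells (1500/well) plated 24 h, then exposed 24 h to a dilution series; GF-AFC added 30 min at 37C, fluorescence 405/540 nm; normalised to medium-only and DMSO wells, Hill fit.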
IP6K1 inh: IP6K1 kinase inhibition. Q92551. IP6K1 kinase, ADP-Glo luminescence, 2 h; active compounds read low. activity change, % (series mostly up to about 58 µM). actives 0.81% (n = 140,000). AID 1645851; in the data active means activity change below about -25%
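ADP-Glo luminescence measures ADP made by human IP6K1 during a 2 h RT reaction with ATP/IP6 (mix at 1.3 mM/130 uM); top library doses 57.5 and 19.1 uM final.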
SNCA expr inh: inhibitors of alpha-synuclein (SNCA) gene expression; HEK-293 SNCA-luciferase knock-in, luminescence, 24 h; Potency, µM (titrated, usually from 57.2 µM), without a hit: at the highest dose activity change, negative = inhibition, most hits filed as inhibitors; actives 0.17% (n = 140,000);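 further: potency means the concentration at half of the fitted maximal effect; plate controls were DMSO cells for no effect and cell-free wells for full effect; nearly all actives have a fitted effect of over 45% in size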
GPT2 inh: GPT2 alanine aminotransferase inhibition; AID 1671188; Potency, µM (top dose mostly 57.7 µM), inactives show at the top dose activity change, negative = inhibition, usual class: inhibitors; actives 0.25% (n = 100,000); Recombinant GPT2, coupled pyruvate oxidase/HRP Amplex Red fluorescence; Q8TD30; further: potency means the concentration at half of the fitted maximal effect; nearly all actives have a fitted effect of over 60% in size; many of its hits are not listed in these tables
Target sequence (Q8TD30 whole entry, looked up): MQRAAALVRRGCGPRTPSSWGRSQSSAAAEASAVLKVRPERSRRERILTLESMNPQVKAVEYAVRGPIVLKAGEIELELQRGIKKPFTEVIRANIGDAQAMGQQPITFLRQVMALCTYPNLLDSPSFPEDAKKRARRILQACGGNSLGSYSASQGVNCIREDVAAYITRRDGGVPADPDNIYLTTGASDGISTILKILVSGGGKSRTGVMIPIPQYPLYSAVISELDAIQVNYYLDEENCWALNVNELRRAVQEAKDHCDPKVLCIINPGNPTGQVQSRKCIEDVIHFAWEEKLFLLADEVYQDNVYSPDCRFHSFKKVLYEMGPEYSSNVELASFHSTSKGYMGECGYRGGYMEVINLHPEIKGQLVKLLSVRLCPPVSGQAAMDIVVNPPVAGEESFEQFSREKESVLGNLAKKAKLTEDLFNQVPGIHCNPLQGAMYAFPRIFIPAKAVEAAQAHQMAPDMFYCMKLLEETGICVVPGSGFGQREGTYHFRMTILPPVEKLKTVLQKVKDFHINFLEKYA
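GPT2 10ng/uL, a-KG 250uM, L-Ala 2mM, HEPES pH7.5 + 0.0001% Tween; 30 min RT. Then Amplex mix (PO/HRP/ThPP), 30 min RT dark, fluorescence. AOA 50uM used as positive control.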
3T3 cytotox: NIH 3T3 cell cytotoxicity | NIH 3T3 viability, CellTiter-Glo ATP luminescence, 48-72 h | actives 4.3% (n = 94,000) | Potency, µM (titrated, usually from 96.7 µM), inactives show at the top dose activity change, negative = cytotoxicity, actives largely listed as inhibitors; further: potency means the concentration at half of the fitted maximal effect; nearly all actives have a fitted effect of over 55% in size
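NIH 3T3 cells at 400 cells/well received 23 nL of compound by pintool and were incubated 48 or 72 h at 37 °C. Viability was read as ATP-coupled CellTiter-Glo luminescence.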
* = called active by the depositor; i = inactive; ? = inconclusive; · = no result given; [ ] = dose if it differs, or a comment. Unless noted, the call rests on the fitted dose curve; in most records, active means well fitted curve in the direction sought with a large enough effect; inconclusive means small, poorly fitted or top-dose-only effect, or another doubt; inactive means no such curve, though single readings can be large; an effect the other way counts as inactive or inconclusive. Unless noted, on the % scale 0 is the no-effect control and ±100 the full control effect. Compounds were not picked by outcome (roughly 7.7% active in at least one column).

smiles | FLuc inh | HEK cytotox | SNCA viab count | IP6K1 inh | SNCA expr inh | GPT2 inh | 3T3 cytotox
CCOc1ccc(CNC(=O)CN2C(=O)C3CCCCN3c3ccc(C(=O)N4CCCC4)cc32)cc1 (configuration not stated) | · | · | 13% | 9 | -2% | · | ·
COc1ccc(NC(=O)c2c(-c3cnn(C)c3NCc3ccc(C#N)cc3)noc2C)cc1 | 0% | ? | -10% | 10 | -18% | -2% | ?
CC(C)NC(=O)Cn1ccc2cc(S(=O)(=O)N3CCCCCC3)ccc21 | · | · | 4% | 6 | 5% | · | ·
C[C@@H]1O[C@@H](O[C@H]2[C@H](O[C@H]3[C@H](O[C@H]4CC[C@@]5(C)C(CC[C@]6(C)C5CC=C5[C@@H]7CC(C)(C(=O)O)C[C@@H](O)[C@]7(C)CC[C@]56C)[C@@]4(C)CO)O[C@H](C(=O)O)[C@@H](O)[C@@H]3O)O[C@H](CO)[C@H](O)[C@@H]2O)[C@H](O)[C@H](O)[C@H]1O (some centres not stated) | · | · | -3%[12.5 µM] | -2 | · | 4%[17.1 µM] | ·
Cn1cc(CN2C[C@H](C(=O)Nc3cccc(F)c3)C[C@@H]2c2cccc(C(F)(F)F)c2)cn1 | -5% | ? | -10% | 3 | -25% | 3% | ?
CCC(c1cccs1)N1C(=O)[C@H]2CN(S(=O)(=O)c3cccc(F)c3)C[C@H]2C1=O (some centres not stated) | 14% | -8% | -7% | -14 | 24% | i | -29%
COc1ccc2c(c1)c1c(c(=O)n(-c3ccc(OC)c(OC)c3)c(=O)n1Cc1ccc(C)cc1)n2C | · | · | 4% | 26 | 18% | · | ·
COCc1cc(C)nc2sc3c(c12)NC(c1ccc(O)c(OC)c1)N(c1ccccc1)C3=O (configuration not stated) | · | · | ? | -7 | 73%[activator] | · | ·
COc1cccc(N2C(=O)NC(=NC3CCCC3)C23CCN(CC2CCCCC2)C3)c1 (configuration not stated) | · | ? | ? | -3 | ? | i | 32µM*
CCOc1ccccc1NC(=O)N1CCN(Cc2nc3ccc(C)cc3o2)CC1 | · | · | 5% | -7 | 14% | · | ·
CC(C)N1CCN(C2CCOC3(CCN(C(=O)C4CC4)CC3)C2)CC1 (configuration not stated) | 4% | 3% | 5% | -7 | -3% | i | 5%
C[S+](=O)([O-])N1CCNc2cnc(Nc3cccc(C(F)(F)F)c3)nc2C1 | ? | ? | -7%[87.6 µM] | -2 | 77%[activator][87.6 µM] | -18%[88.5 µM] | ?
CCC(CC)c1cc([C@H]2CN3CC[C@H]2C[C@@H]3CNC(=O)c2cc(OC)c(OC)c(OC)c2)nc(-c2ccncc2)n1 | 7% | 28µM* | ? | 8 | ? | -23% | 20µM*
CCn1c(=O)c2sccc2n2c(CCC(=O)Nc3ccc(OC)c(Cl)c3)nnc12 | · | · | -3% | 0 | -8% | · | ·
COc1ccc(-c2nccc3c(=O)cc(N4CCOCC4)oc23)cc1OC | -6%[172 µM] | ? | -8%[87.6 µM] | -4 | 15%[87.6 µM] | 2%[88.5 µM] | 10µM*
CC(C)(C)NC(=O)C1CCCN(C2CCN(C3Cc4ccccc4C3)CC2)C1 (configuration not stated) | -4% | -17% | 8% | 13 | 28% | ? | -20%
CC(=O)c1ccc(N2CCN(C(=O)c3ccc(Cn4c(=O)[nH]c5ccccc5c4=O)cc3)CC2)cc1 | · | · | 0% | 6 | 28% | · | ·
Cc1ccccc1/C=C(\C#N)c1nc(-c2ccc(Cl)cc2)cs1 | · | · | -2% | -3 | 76%[activator] | · | ·
O=C(NCc1ccc(F)cc1)c1ccc2nnc(C3CC3)n2c1 | · | -21%[172 µM] | 6%[87.6 µM] | 2 | 18%[87.6 µM] | i | ?
CCCOc1ccc(-c2cccc(NS(=O)(=O)c3ccccc3)c2)nn1 | · | · | -8% | 38 | 114%[activator] | · | ·
Cc1cccc(C(=O)N2CC(C(=O)NCCc3ccncc3)C3(CCOCC3)C2)c1 (configuration not stated) | 3% | 3% | -15% | 12 | 8% | i | -7%
COCCN[C@@H]1C[C@@H]2c3[nH]c4ccccc4c3C[C@@H](C(=O)OC)N2[C@H](c2ccc(C(C)C)cc2)C1 | -17% | ? | 2% | -12 | -3% | ? | 28µM*
O=C(C1CCN(c2nc3ccccc3[nH]2)CC1)N1CCN(c2cccc(Cl)c2)CC1 | · | · | -6% | -2 | -3% | · | ·
CCN1CCc2c(sc(NC(=O)c3ccc(S(=O)(=O)N(C)C4CCCCC4)cc3)c2C(N)=O)C1 | · | · | -9% | 8 | ? | · | ·
COCc1cn(C[C@H]2C[C@@H](NC(=O)CC(C)(C)C)[C@H](O)[C@@H]2O)nn1 | -15%[172 µM] | 0%[172 µM] | 3%[87.6 µM] | -6 | 22%[87.6 µM] | 2%[88.5 µM] | -14%[138 µM]
O=C(Cn1ncc2ccccc2c1=O)N1CCCCC1CCn1cccn1 (configuration not stated) | -2% | i | -4% | -10 | -12% | -1%[11.5 µM] | -1%
O=C1CC(c2ccccc2)Cc2[nH]c(=O)c(C(=O)Nc3ccc(F)cc3)cc21 (configuration not stated) | · | · | -12% | -2 | 1% | · | ·
C=CC(=O)Nc1cc(Nc2ncc(Cl)c(-c3c[nH]c4ccccc34)n2)c(OC)cc1N(C)CCN(C)C | · | · | ? | -26* | · | i | ·
CN1CCC(NC(=O)C2CCC(=O)N(Cc3cccc(C(F)(F)F)c3)C2)CC1 (configuration not stated) | 0% | 2% | 3% | 18 | -12% | 2% | -14%
Cc1ccccc1Nc1cnc2ccc(-n3ccnc3)nn12 | -18%[230 µM] | ? | 0%[87.6 µM] | -13 | ? | ? | ?
COc1ccc(-c2ccc(C(=O)N3CCN(C(=O)NC4CCCC4)CC3)cc2)nn1 | · | i | · | -13 | · | · | i
CC(CCc1ccccc1)NC(=O)Cn1ncc2c3ccccc3n(Cc3ccccc3F)c2c1=O (configuration not stated) | · | · | 10% | 4 | -1% | · | ·
CCOc1ccc(C(=O)NCCc2sc(-c3cccc(F)c3)nc2C)cc1OCC | · | · | -4% | 11 | 22% | · | ·
CNC(=O)[C@@H]1C[C@@H](O)CN1C1CCN(C(=O)CCc2c[nH]c3ccccc23)CC1 | 2% | -4% | 9% | 32 | 2% | 1% | -21%
CC(C)OCCCNC(=O)CN1C(=O)COc2ccc(S(=O)(=O)N3CCOCC3)cc21 | · | · | -8% | 5 | -9% | · | ·
Cc1cc(C)n(CCC(=O)N2CCC(Cc3nc(C4CCOCC4)no3)CC2)n1 | 10% | ? | 0% | 0 | 16% | i | -16%
Cc1cc(NC(=O)N2CC=C(c3c[nH]c4ccccc34)CC2)ccc1Br | · | · | 10% | 7 | 19% | · | ·
COc1cccc(-c2cccc(CN3CCCC3C(=O)N3CCCCC3)c2)c1 (configuration not stated) | · | ? | 4% | -5 | 20% | i | ?
O=C(c1cc(F)ccc1F)N1CCCC2(C1)NC(=O)N(Cc1cccc(Cl)c1)C2=O (configuration not stated) | 4% | ? | 7% | -8 | -14% | -9% | -26%
CC(C)Cc1nc(NC(=O)CC[C@H]2NC(=O)c3ccccc3NC2=O)n[nH]1 | 9% | 3% | 2% | -3 | 12% | -3% | i
COC1C(=O)N(c2cccc(F)c2)C12CCN(Cc1ccc(F)cc1F)CC2 (configuration not stated) | 7% | ? | -4% | -1 | -3% | -10% | ?
CCOC(=O)C1CCN(C(=O)c2cc(-c3cccnc3)nc3c2cnn3C)CC1 | · | -7% | -9% | 6 | -26% | 1% | -12%
CC(NC(=O)Nc1ccccc1C(F)(F)F)c1c(-n2cccc2)sc2c1CCCC2 (configuration not stated) | · | · | 6% | -20 | -13% | · | ·
Cc1ccc(-n2ncc(C(=O)N3CCN(c4ncccn4)CC3)c2C2CCN(C(=O)OC(C)(C)C)CC2)cc1 | · | · | 0% | 2 | 35%[activator] | · | ·
Cn1cnc(S(=O)(=O)N2CCOCCNC(=O)[C@@H]3CCC[C@@H]32)c1 | 3% | i | -1% | 2 | 2% | 1% | 0%
CCC(Sc1ccc2nnc(CCNS(=O)(=O)c3ccc(OC)cc3)n2n1)C(=O)OC (configuration not stated) | · | · | -3% | -3 | 5% | · | ·
COc1ccc(-c2onc(C)c2C)cc1S(=O)(=O)NC1CCCCC1 | · | · | -3% | 30 | 39%[activator] | · | ·
COc1ccc2nc3n(c2c1)[C@@H](CNC(=O)c1ccccc1)COC3 | 8%[172 µM] | i | 1%[87.6 µM] | -13 | 15%[87.6 µM] | i | ?
O=C(c1ccccc1)N1Cc2ccccc2CC2(CCN(Cc3ccc(O)cc3)CC2)C1 | · | ? | -16% | 9 | 2% | i | ?
Cc1ccc(C)c(NC(=O)Cc2coc3cc(C)cc(C)c23)c1 | · | · | 1% | -3 | 2% | · | ·

More results follow:
smiles | FLuc inh | HEK cytotox | SNCA viab count | IP6K1 inh | SNCA expr inh | GPT2 inh | 3T3 cytotox
CC(=O)N1CCc2cc(S(=O)(=O)CCC(=O)N3CCN(c4cccc(C)c4C)CC3)ccc21 | · | · | -6% | -3 | 3% | · | ·
COc1ccc(CCNC(=O)c2ccc3c(c2)N(C)C2CCCN2C3=O)cc1OC (configuration not stated) | -14% | -13% | 10%[12.5 µM] | 10 | 11% | i | -22%
Cc1ccc(NS(=O)(=O)c2c(C)[nH]c(=O)[nH]c2=O)c(C)c1 | · | · | -1% | 9 | -13% | · | ·
CN(c1ccc(C(=O)N2CCn3nc(CO)cc3C2)cc1)S(C)(=O)=O | -1% | -11% | -1% | 7 | ? | i | -20%
COc1nc2c(cc1CNC(=O)CC1CCCCC1)C(=O)N(C1CCCC1)C2 | -4% | -1% | -2% | 2 | -10% | -15% | -6%
O=C(COc1ccccc1F)Nc1ccccc1C(=O)OCc1cc(=O)n2nc(C3CC3)sc2n1 | · | · | 0% | 11 | 23% | · | ·
O=C(c1ccccc1)N1CCC2(CC1)NC(=O)N(Cc1ccc(F)cc1)C2=O | -3% | ? | 6% | -4 | -8% | i | ?
Cc1noc(C)c1[S+](=O)([O-])N1CC(Oc2ccc(F)c(F)c2)C1 | · | -9% | -10% | -7 | ? | -26% | i

3 compounds from above, sorted by number of heavy atoms, low to high:
smiles | FLuc inh | HEK cytotox | SNCA viab count | IP6K1 inh | SNCA expr inh | GPT2 inh | 3T3 cytotox
COc1nc2c(cc1CNC(=O)CC1CCCCC1)C(=O)N(C1CCCC1)C2 | -4% | -1% | -2% | 2 | -10% | -15% | -6%
CC(=O)N1CCc2cc(S(=O)(=O)CCC(=O)N3CCN(c4cccc(C)c4C)CC3)ccc21 | · | · | -6% | -3 | 3% | · | ·
O=C(COc1ccccc1F)Nc1ccccc1C(=O)OCc1cc(=O)n2nc(C3CC3)sc2n1 | · | · | 0% | 11 | 23% | · | ·
